Assay outcomes: PubChem, National Center for Advancing Translational Sciences (NCATS)
G9a block: qHTS Assay for Inhibitors of Histone Lysine Methyltransferase G9a. AID 504332, 2011. Histone-lysine N-methyltransferase EHMT2 (Homo sapiens), Q96KQ7. Potency, µM (titrated, usually from 102 µM), inactives show at the top dose activity, negative = inhibition, usual class: inhibitors. G9a H3K9 monomethylation, AlphaScreen, 2 h. hit rate 8.8% among 350,000; note: % is set by controls: 0 for no effect and ±100 for the full control effect; nearly all actives have a fitted effect of over 75% in size
Target sequence (Q96KQ7 913-1193 limits assumed): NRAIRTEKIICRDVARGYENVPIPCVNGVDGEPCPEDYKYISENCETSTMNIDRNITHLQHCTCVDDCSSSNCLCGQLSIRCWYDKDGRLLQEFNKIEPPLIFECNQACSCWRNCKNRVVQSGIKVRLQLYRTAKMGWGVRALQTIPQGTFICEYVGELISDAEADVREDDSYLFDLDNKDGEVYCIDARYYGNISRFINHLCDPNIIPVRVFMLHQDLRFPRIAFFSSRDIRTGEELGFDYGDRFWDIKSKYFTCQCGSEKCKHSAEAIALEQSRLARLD
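Using a bead-based AlphaScreen, monomethylated H3K9 product from 2 h room-temperature reactions (G9a 20 nM, peptide 500 nM, SAM 20 uM) was detected with 0.5 ug/mL rabbit anti-H3K9me1 antibody.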
Pol kappa inh: qHTS for Inhibitors of Polymerase Kappa; DNA polymerase kappa (Homo sapiens), Q9UBT6; purified Pol kappa, fluorescent DNA synthesis assay, 10 min; Potency, µM (series often up to 107 µM), inactives show at the highest dose activity, negative = inhibition, hits mostly inhibitors; hit rate 0.53% among 400,000; AID 588579, 2011; note: % is set by controls: 0 for no effect and ±100 for the full control effect
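Here, compound and 10 nM enzyme are combined for 15 min at room temperature; adding 50 nM substrate (final) starts DNA synthesis, tracked by fluorescence at 0 and 10 min against buffer-only wells.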
Pol iota inh: qHTS for Inhibitors of Polymerase Iota; hit rate 1% among 390,000; DNA polymerase iota (Homo sapiens), Q9UNA4; Potency, µM (series often up to 115 µM), inactives show at the highest dose activity, negative = inhibition, most hits filed as inhibitors; Pol iota fluorescent replication assay, 10 min
Target sequence (Q9UNA4 whole entry, looked up): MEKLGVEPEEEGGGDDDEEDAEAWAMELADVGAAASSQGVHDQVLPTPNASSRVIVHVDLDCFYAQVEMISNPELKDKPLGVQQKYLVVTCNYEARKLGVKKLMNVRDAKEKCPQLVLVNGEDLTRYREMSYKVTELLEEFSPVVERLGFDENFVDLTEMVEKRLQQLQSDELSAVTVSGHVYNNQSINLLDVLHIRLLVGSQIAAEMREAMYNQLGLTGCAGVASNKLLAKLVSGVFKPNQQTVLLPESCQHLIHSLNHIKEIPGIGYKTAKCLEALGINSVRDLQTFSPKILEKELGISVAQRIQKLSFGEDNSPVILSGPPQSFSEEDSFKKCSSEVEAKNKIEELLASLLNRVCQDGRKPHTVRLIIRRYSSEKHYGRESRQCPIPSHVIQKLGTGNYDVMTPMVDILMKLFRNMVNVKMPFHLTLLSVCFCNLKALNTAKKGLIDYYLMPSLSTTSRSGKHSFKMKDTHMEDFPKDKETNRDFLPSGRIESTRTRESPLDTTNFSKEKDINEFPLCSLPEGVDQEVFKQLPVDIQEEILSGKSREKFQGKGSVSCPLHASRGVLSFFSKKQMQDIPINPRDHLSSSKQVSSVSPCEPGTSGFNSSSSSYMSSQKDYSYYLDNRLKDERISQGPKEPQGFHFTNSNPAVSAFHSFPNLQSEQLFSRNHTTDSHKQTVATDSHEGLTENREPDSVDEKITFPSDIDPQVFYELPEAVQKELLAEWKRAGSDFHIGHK
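Pol iota at 10 nM preincubated 15 min with compounds at room temperature; reaction started with fluorescent substrate, 50 nM final. Fluorescence read kinetically at 0 and 10 min; buffer-only wells as negative control.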
BLM helicase inh: qHTS Assay for Inhibitors of Bloom's syndrome helicase (BLM) | Potency, µM (doses to about 56.1 µM), inactives show at the top dose activity change, negative = inhibition, most hits filed as inhibitors | hit rate 0.2% among 350,000 | RecQ-like DNA helicase BLM (Homo sapiens), P54132 | recombinant BLM DNA unwinding, fluorescence dequenching | AID 2528, 2010;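 note: plate controls were vehicle for no effect and no enzyme for full effect; nearly all actives have a fitted effect of over 35% in size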
The depositor's hits bear a star; ? = inconclusive; nt = not tested or not shown; [ ] = dose if it differs, or a comment. Calls come from the whole dose curve; as a rule, active = well fitted curve in the direction sought with a large enough effect; inconclusive = small, poorly fitted or top-dose-only effect, or another doubt; inactive = no such curve, though single readings can be large; an effect the other way counts as inactive or inconclusive. Potency is the fitted concentration of half-maximal effect. An excerpt; the hit share may differ from the screen's.

#	Pol kappa inh	G9a block	Pol iota inh	BLM helicase inh	SMILES
1	-11%[19.4 µM]	-7%[12.7 µM]	nt	1%	Cc1ncc(COP(=O)(O)O)c(CN)c1O
2	2%[60.1 µM]	-41%[2.33 µM]	nt	2%	CCOC(=O)C1=CC(OC(CC)CC)C(NC(C)=O)C(N)C1 (stereo not drawn)
3	-5%[60.1 µM]	9%[59 µM]	nt	-12%	CCOC(=O)OC(C)OC1=C(C(=O)Nc2ccccn2)N(C)S(=O)(=O)c2ccccc21 (stereo not drawn)
4	5%[19.4 µM]	26%[21.5 µM]	nt	-4%[21.4 µM]	O=C(OC[C@@H](O)CO)c1ccccc1Nc1ccnc2cc(Cl)ccc12
5	-14%[19.4 µM]	1%[12.7 µM]	nt	1%	O=C(O)Cc1csc(-c2ccc(Cl)cc2)n1
6	7%[19.4 µM]	-49%[12.7 µM]	nt	-9%	CCc1ccc(C(=O)C(C)CN2CCCCC2)cc1 (stereo not drawn)
7	1%[19.4 µM]	-1%[12.7 µM]	nt	3%	CN(C)CC[C@@](O)(c1ccccc1)c1ccccc1Cl
8	-9%[19.4 µM]	-12%[2.33 µM]	nt	2%	OCC1O[C@H](OC2C(CO)O[C@@](O)(CO)C2O)C(O)C(O)C1O (stereo partly drawn)
9	1%[60.1 µM]	1%[2.33 µM]	nt	-11%	CCC(C(=O)O)C1CCC(C)C(C(C)C(O)C(C)C(=O)C(CC)C2OC3(C=CC(O)[C@@]4(CC[C@](C)(C5CC[C@@](O)(CC)C(C)O5)O4)O3)C(C)CC2C)O1 (stereo partly drawn)
10	-7%[60.1 µM]	169%[activator][59 µM]	nt	-3%	COc1cccc(N(C)C(=S)Oc2ccc3c(c2)CCCC3)n1
11	1%[12 µM]	0%[12.7 µM]	nt	-8%[21.4 µM]	CCN[C@@H]1C[C@H](N)[C@H](O[C@H]2OC(CN)=CC[C@H]2N)[C@@H](O)[C@H]1O[C@H]1OC[C@@](C)(O)[C@@H](NC)[C@@H]1O
12	4%[19.4 µM]	-4%[12.7 µM]	nt	-1%	CCCCCCCCCCCCCCCCN
13	-4%[60.1 µM]	25%[59 µM]	nt	4%	O=C(O)[C@@H](O)[C@@H](O)[C@H](O)C(=O)CO
14	-9%[60.1 µM]	24%[59 µM]	nt	6%	CCCCN=C(N)N=C(N)N
15	-3%[12 µM]	?	nt	-2%	CN(C)[C@@H]1C(=O)C(C(N)=O)=C(O)[C@]2(O)C(=O)C3=C(O)c4c(O)ccc(Cl)c4[C@H](O)[C@H]3C[C@@H]12
16	-11%[60.1 µM]	-1%[2.33 µM]	nt	7%	NCC1O[C@@H](O[C@@H]2C(O)[C@H](O[C@H]3OC(CO)C(O)C(N)C3O)[C@@H](N)C[C@H]2N)C(N)C(O)C1O (stereo partly drawn)
17	-5%[60.1 µM]	-7%[2.33 µM]	nt	-3%	CC1(C)SC2C(NC(=O)C(C(=O)O)c3ccccc3)C(=O)N2C1C(=O)O (stereo not drawn)
18	-12%[19.4 µM]	6%[12.7 µM]	nt	-3%	COc1ccc(C(=O)c2ccc(C)cc2)c(O)c1
19	-2%[19.4 µM]	10%[12.7 µM]	nt	1%	c1ccc2c(c1)OCC(CN1CCCCC1)O2 (stereo not drawn)
20	-1%[12 µM]	44%[21.5 µM]	nt	7%[21.4 µM]	C[C@H](O)Cn1cnc2c1c(=O)n(C)c(=O)n2C
21	7%[19.4 µM]	-4%[12.7 µM]	nt	-9%	CC[C@@]1(O)C(=O)OCc2c1cc1n(c2=O)Cc2cc3c([N+](=O)[O-])cccc3nc2-1
22	?	-11%[12.7 µM]	nt	-6%	CO[C@H](C(=O)[C@@H](O)[C@@H](C)O)C1Cc2cc3cc(O[C@H]4C[C@@H](O[C@H]5C[C@@H](O)[C@H](O)[C@@H](C)O5)[C@@H](O)[C@@H](C)O4)c(C)c(O)c3c(O)c2C(=O)[C@H]1O[C@H]1C[C@@H](O[C@H]2C[C@@H](O[C@H]3C[C@](C)(O)[C@H](O)[C@@H](C)O3)[C@H](O)[C@@H](C)O2)[C@H](O)[C@@H](C)O1 (stereo partly drawn)
23	-9%	nt	-4%	nt	Cc1ccc(S(=O)(=O)NNC(=O)c2ccc(C(=O)N(c3ccccc3)c3ccccc3)cc2)cc1
24	5%	nt	14%	nt	O=C(O)C#CC(=O)O
25	-11%	nt	57%[activator]	nt	O=C(Nc1ccc(F)c(F)c1)c1cnn2c1NC(=C1CC1)C=C2C(F)(F)F
26	-23%	nt	21%	nt	C=CC[C@H](c1ccc(F)cc1)N(CC(C)C)S(=O)(=O)C=C
27	0%	nt	79µM*	nt	O=C(CBr)c1ccc(Oc2ccc(C(=O)C[n+]3cccc(Br)c3)cc2)cc1
28	-21%	nt	?	nt	C=CC[n+]1ccnc2ccccc21
29	6%	nt	16%	nt	Cc1cc2ccccc2c[n+]1C1CCCCC1
30	?	nt	-19%	nt	CN(C)c1ccc(/C=C/c2cc3ccccc3cn2)cc1

Arranged by value in Pol iota inh (ascending): three from the list above.
#	Pol kappa inh	G9a block	Pol iota inh	BLM helicase inh	SMILES
30	?	nt	-19%	nt	CN(C)c1ccc(/C=C/c2cc3ccccc3cn2)cc1
23	-9%	nt	-4%	nt	Cc1ccc(S(=O)(=O)NNC(=O)c2ccc(C(=O)N(c3ccccc3)c3ccccc3)cc2)cc1
26	-23%	nt	21%	nt	C=CC[C@H](c1ccc(F)cc1)N(CC(C)C)S(=O)(=O)C=C

Additional compounds.
#	Pol kappa inh	G9a block	Pol iota inh	BLM helicase inh	SMILES
31	-16%	nt	31%[activator]	nt	CCN(CC)/[N+]([O-])=N/OCOC(=O)C(C)c1ccc(CC(C)C)cc1 (stereo not drawn)
32	9%	nt	?	nt	Cc1sc2ccccc2[n+]1CCCCBr
33	-33%	nt	-19%	nt	Cc1cccc2c(C(O)c3c[nH]c4c(C)cccc34)c[nH]c12
34	-5%	nt	2%	nt	CN(C)c1ccc(/C=C/c2nc3ccccc3s2)c(Cl)c1
35	8%	nt	0%	nt	CC(C)CCOc1ccc(CC(=O)NO)cc1
36	-21%	nt	3%	nt	CN(C)c1ccc(/C=C/c2ccnc3ccc(I)cc23)cc1
37	-10%	nt	28%	nt	CN(C)c1ccc(/C=C2\c3ccccc3-c3ccc(N(C)C)cc32)cc1
38	2%	nt	6%	nt	CN(C)c1ccc(/C=C/c2cc[n+]([O-])c3ccccc23)cc1
39	-4%	nt	27%	nt	O=C1[C@H](Cc2ccccc2)NC/C=C\C[C@@H](c2ccco2)N1Cc1ccccc1
40	-41%	nt	?	nt	[O-][N+]12CCCc3cccc(c31)CCC2
41	11%	nt	47%[activator]	nt	C[C@H](NC(=O)OC(C)(C)C)[C@@H](O)c1ccco1
42	-5%	nt	9%	nt	Cc1ccccc1NC(=O)c1nc(SCc2ccccc2F)ncc1Cl
43	-24%	nt	-18%	nt	CC[N+](C)(C)c1ccc(/C=C/c2ccc3ccccc3n2)cc1
44	25µM*	nt	14µM*	nt	O=C(C[n+]1csc2ccccc21)c1ccc(O)c(O)c1
45	-13%	nt	14%	nt	O=C(COC(=O)c1ccccc1OCCOc1ccccc1)Nc1ccccc1Br
46	-1%	nt	10%	nt	O/N=C(/C[n+]1csc2ccccc21)c1ccccc1
47	-15%	nt	3%	nt	CCn1c(SCC(=O)NCc2ccco2)nnc1-c1ccc(N(C)C)cc1
48	-17%	nt	-16%	nt	CN(CC(=O)O)c1ccc(C=O)cc1
49	-18%	nt	12%	nt	COc1ccc(OC)c2c(/C=C/c3c(C)[nH]c4ccccc34)ccnc12
50	-12%	nt	14%	nt	Cc1ccc(CSc2nnc(-c3ccc(NC(=O)CCc4ccccc4)cc3)n2C)cc1
51	-14%	nt	-2%	nt	Cc1cc(C)c2cccnc2c1O
52	2%	nt	18%	nt	C(=Nc1ccc(/C=C/c2ccnc3ccccc23)cc1)c1ccco1
53	-7%	nt	10%	nt	Cc1cc(C)c2nccc(/C=C/c3ccc(N(C)C)cc3)c2c1
54	10%	nt	34%[activator]	nt	Cc1cc2c(cc1C)N[C@]1(C[C@H]3CCC(=O)N4CC[C@@H](C1)[C@@H]34)C(=Nc1ccccc1C)N2
55	?	nt	45µM*	nt	O=C1Nc2ccc(I)cc2C1=Cc1cc(Br)c(O)c(Br)c1
56	-2%	nt	-25%	nt	CN(C)c1ccc(CC2CCc3ccccc32)cc1 (stereo not drawn)
57	4%	nt	17%	nt	C(=C\c1nc2ccccc2nc1/C=C/c1ccc2c(c1)OCO2)/c1ccc2c(c1)OCO2
58	-2%	nt	31%[activator]	nt	Cc1cccc(CN2Cc3cccc4c3[C@H](C=CC4)CC2=S)c1
59	-83%	nt	?	nt	O=C(Nc1ccccc1F)c1cnn2c1NC(=C1CC1)C=C2C(F)F
60	9%	nt	40%[activator]	nt	CCc1ccc(NC(=O)COC(=O)c2ccccc2OCC(=O)N(C)C)cc1

Limited to Pol kappa inh, BLM helicase inh and G9a block, for 2 of the compounds above:
no. | Structure | Pol kappa inh | BLM helicase inh | G9a block
23 | Cc1ccc(S(=O)(=O)NNC(=O)c2ccc(C(=O)N(c3ccccc3)c3ccccc3)cc2)cc1 | -9% | nt | nt
57 | C(=C\c1nc2ccccc2nc1/C=C/c1ccc2c(c1)OCO2)/c1ccc2c(c1)OCO2 | 4% | nt | nt

The listing continues.
#	Pol kappa inh	G9a block	Pol iota inh	BLM helicase inh	SMILES
61	10%	nt	-18%	nt	CCCCCCCCCCCC[n+]1ccc(/C=C/c2c[nH]c3ccccc23)c2ccccc21
62	-3%	nt	?	nt	CCCN(C)CCCOc1cc2nc(N3CCCN(C)CC3)nc(NC3CCN(C)CC3)c2cc1OC
63	3%	nt	23%	nt	O=C(Nc1cc(Cl)cc(Cl)c1)c1cnn2c1NC(=C1CC1)C=C2C(F)F
64	3%	nt	?	nt	Clc1cccc(CNc2ncnc3nc[nH]c23)c1
65	-11%	nt	32%[activator]	nt	O=CC(=O)c1ccc(F)cc1
66	10%	nt	5%	nt	CN(C)c1ccc(/C=C/c2ccnc3c(O)ccc(O)c23)cc1
67	14%	nt	40%[activator]	nt	C=C1C=C(C)n2ncc(C(=O)N(CCc3ccccc3)Cc3ccccc3)c2N1
68	6%	nt	30%	nt	C=CCN1CC[C@@H](O)C(=C)S1(=O)=O
69	-35%	nt	?	nt	NS(=O)(=O)c1ccc(NC(=O)c2cnn3c2NC(=C2CC2)C=C3C(F)F)cc1
70	6%	nt	28%	nt	O=C(Nc1ccc(Cl)cc1Cl)c1cnn2c1NC(=C1CC1)C=C2C(F)F
71	-18%	nt	1%	nt	COc1cc(CN2c3ccc(Br)cc3C(=O)CS2(=O)=O)cc(OC)c1
72	11%	nt	34%[activator]	nt	N[C@@H](Cc1ccc(O)cc1)C(=O)NO
73	11%	nt	29%	nt	O=Cc1cc2ccccc2cc1O
74	0%	nt	-4%	nt	CN(C)CCNc1nccc(N2CCN(C)CC2)n1
75	6%	nt	13%	nt	Cc1ccccc1N=C1Nc2ccc(Cl)cc2N[C@]12C[C@H]1CCCC(=O)N3CC[C@@H](C2)[C@@H]13
76	18%	nt	30%	nt	Cc1ccccc1-n1c(C)nnc1SC(C)C(=O)NCc1ccco1 (stereo not drawn)
77	-31%	nt	-9%	nt	COc1cc2nc(N3CCCN(C)CC3)nc(NC3CCN(C)C3)c2cc1OC (stereo not drawn)
78	?	nt	62%[activator]	nt	Cc1ccc2ccccc2[n+]1CCCCI
79	-1%	nt	7%	nt	CN(C)c1ccc(/C=C/c2cccc3ccccc23)cc1

Some of the entries above, reformatted.
74. CN(C)CCNc1nccc(N2CCN(C)CC2)n1
  Pol kappa inh = 0%
  G9a block = nt
  Pol iota inh = -4%
  BLM helicase inh = nt
75. Cc1ccccc1N=C1Nc2ccc(Cl)cc2N[C@]12C[C@H]1CCCC(=O)N3CC[C@@H](C2)[C@@H]13
  Pol kappa inh = 6%
  G9a block = nt
  Pol iota inh = 13%
  BLM helicase inh = nt
76. Cc1ccccc1-n1c(C)nnc1SC(C)C(=O)NCc1ccco1 (stereo not drawn)
  Pol kappa inh = 18%
  G9a block = nt
  Pol iota inh = 30%
  BLM helicase inh = nt
77. COc1cc2nc(N3CCCN(C)CC3)nc(NC3CCN(C)C3)c2cc1OC (stereo not drawn)
  Pol kappa inh = -31%
  G9a block = nt
  Pol iota inh = -9%
  BLM helicase inh = nt
